# G9a block – blocks human histone lysine methyltransferase G9a | Q96KQ7 | G9a H3K9 monomethylation, AlphaScreen, 2 h | Potency, µM (titrated, usually from 102 µM), for inactives: at the top dose activity, negative = inhibition, actives largely listed as inhibitors | actives 8.8% (n = 350,000) | AID 504332; also: potency is read from the fitted curve at half-maximal effect; % is scaled to controls: 0 for no effect and ±100 for the full control effect; nearly all actives have a fitted effect of over 75% in size
#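 Methyltransferase reactions run at room temperature for 2 h (20 nM enzyme, 500 nM biotin-H3K9 peptide, 20 uM SAM) after a 15 min compound preincubation; product detected by AlphaScreen beads and anti-H3K9me1 antibody.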
# RGS4 inh – blocks human RGS4-accelerated GTP hydrolysis | Transcreener GDP fluorescence polarization, RGS4-accelerated GTP hydrolysis | P49798 | Potency, µM (highest dose often 114 µM), without a hit: at the highest dose activity change, negative = inhibition, usual class: inhibitors | actives 0.039% (n = 390,000); also: potency is read from the fitted curve at half-maximal effect; % is scaled to controls: 0 for no effect and ±100 for the full control effect; nearly all actives have a fitted effect of over 75% in size; some results filed as inactive show a strong effect at the top dose
# Target sequence (P49798 whole entry, looked up): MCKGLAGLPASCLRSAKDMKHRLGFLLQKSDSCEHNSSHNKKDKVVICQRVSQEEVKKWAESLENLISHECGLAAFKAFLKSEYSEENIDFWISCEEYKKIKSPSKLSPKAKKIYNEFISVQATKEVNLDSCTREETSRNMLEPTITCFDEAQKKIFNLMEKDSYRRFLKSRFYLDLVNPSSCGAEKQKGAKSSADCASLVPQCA
#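 MLSMR compounds (23 nl, pin-transferred) preincubated 10 min at room temperature with a 500nM (2x) first reagent, then RGS4 at 900nM (2x) plus Transcreener GDP mix added; fluorescence polarization (620/688 nm) read before and after 90 min at 30 °C.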
# PI4K2A inh – PI4K2A (human) kinase inhibition | actives 0.13% (n = 420,000) | activity change, negative = inhibition, % at 76.9 µM | AID 1346378 | Q9BTU6 | purified PI4K2A, ADP-Glo luminescence, 1 h; active compounds read low; in the data active = activity change below about -50%; inconclusive = mostly about -30% to -49%;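 also: -100% = wells without enzyme as full effect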
#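 ADP-Glo luminescence measured ADP generated by PI4K2A enzyme (4 ug/mL before mixing) with 1.2 mM PI substrate (pre-mix) and 300 microM ATP (pre-mix). Tris pH7.5 buffer with MgCl2, Triton X-100; 1 h reaction at ambient temperature.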
# 12-LOX inh – inhibitors of human 12S-lipoxygenase ALOX12; Potency, µM (highest dose often 108 µM), for inactives: at the top dose activity change, negative = inhibition, usual class: inhibitors; purified 12hLO, xylenol orange hydroperoxide absorbance; actives 1.1% (n = 580,000); P18054; also: potency is read from the fitted curve at half-maximal effect; % is scaled to controls: 0 for no effect and ±100 for the full control effect
#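 Purified human 12hLO (150 nM final) in 25 mM Hepes, 0.01% Triton X-100, pH 7.0 was preincubated 15 min at room temperature with compound. Then 40 uM arachidonic acid was added, 30 min. Hydroperoxide was read by Fe-XO absorbance ratio 573/405 nm.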
# HP1b chromo inh – blocks HP1-beta chromodomain binding to methylated histone tails. AlphaScreen HP1-beta / biotin-H3K9me3 peptide binding. Potency, µM (top dose mostly 114 µM), inactives show top-dose activity change, negative = inhibition, most hits filed as inhibitors. actives 0.56% (n = 390,000). AID 540317; also: potency is read from the fitted curve at half-maximal effect; nearly all actives have a fitted effect of over 70% in size; inactives centre near 23
# Target sequence (P83916 whole entry, looked up): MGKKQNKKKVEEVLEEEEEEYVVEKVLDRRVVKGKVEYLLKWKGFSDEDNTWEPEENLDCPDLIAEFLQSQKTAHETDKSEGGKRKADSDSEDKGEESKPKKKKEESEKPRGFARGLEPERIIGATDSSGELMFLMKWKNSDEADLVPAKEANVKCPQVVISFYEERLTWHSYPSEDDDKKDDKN
#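 HP1-beta protein (50 nM final) preincubated 30 min at room temperature with biotinylated H3(1-18)K9me3 peptide (50 nM) in PBS pH 7.4, 0.01% Tween-20, then compound added for 30 min. AlphaScreen streptavidin donor/nickel chelate acceptor beads (10 ug/mL final), 30 min dark, luminescence read.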
# BAZ2B block – BAZ2B (human) inhibition; Potency, µM (doses to about 114 µM), for inactives: top-dose activity change, negative = inhibition, usual class: inhibitors; Q9UIF8; actives 4.4% (n = 360,000); AlphaScreen BAZ2B-H3K14Ac peptide displacement; AID 504333; also: potency is read from the fitted curve at half-maximal effect; % is scaled to controls: 0 for no effect and ±100 for the full control effect; nearly all actives have a fitted effect of over 60% in size
#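 Inhibition is scored as reduced AlphaScreen emission. The BAZ2B/b-H3(5-23)K14Ac complex (50 nM each) in PBS pH 7.4, 0.01% Tween-20 meets compound (up to 110 uM) for 30 min at RT before bead addition.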
# ERG-DNA inh – inhibitors of human ERG Ets domain-DNA interaction. P11308. fluorescence polarization, His-ERG Ets domain / labelled DNA. actives 0.028% (n = 370,000). Potency, µM (doses to about 76.9 µM), for inactives: at the highest dose FP activity, negative = inhibition, most hits filed as inhibitors; active = well fitted inhibition curve with a large enough effect in the polarisation, with a control signal flat; inconclusive = small, poorly fitted or top-dose-only effect, or effect the other way, or a change in a side signal; inactive = no such curve, though single readings can be large or run the other way; the % refers to the polarisation;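 also: polarization taken with two DNA probes labelled with fluorescein and Texas red; potency is read from the fitted curve at half-maximal effect; % of control where 0% means no effect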
#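 His-tagged ERG Ets domain (1 uM in the protein solution; 300mM KCl, 50mM Tris-HCl, 1mM EDTA, 1mM DTT, pH 7.5) received compound, then a probe mix of 5 nM fluorescein-DNA and 100nM Texas-615-DNA. Fluorescence polarization was read for both dyes.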
# GLS inh – inhibitors of human glutaminase (GLS) | AID 624170 | actives 0.21% (n = 410,000) | O94925 | Potency, µM (top dose mostly 45.5 µM), inactives show top-dose activity change, negative = inhibition, usual class: inhibitors | GLS enzymatic activity, qHTS titration; also: potency is read from the fitted curve at half-maximal effect; % is scaled to controls: 0 for no effect and ±100 for the full control effect
# Target sequence (O94925 whole entry, looked up): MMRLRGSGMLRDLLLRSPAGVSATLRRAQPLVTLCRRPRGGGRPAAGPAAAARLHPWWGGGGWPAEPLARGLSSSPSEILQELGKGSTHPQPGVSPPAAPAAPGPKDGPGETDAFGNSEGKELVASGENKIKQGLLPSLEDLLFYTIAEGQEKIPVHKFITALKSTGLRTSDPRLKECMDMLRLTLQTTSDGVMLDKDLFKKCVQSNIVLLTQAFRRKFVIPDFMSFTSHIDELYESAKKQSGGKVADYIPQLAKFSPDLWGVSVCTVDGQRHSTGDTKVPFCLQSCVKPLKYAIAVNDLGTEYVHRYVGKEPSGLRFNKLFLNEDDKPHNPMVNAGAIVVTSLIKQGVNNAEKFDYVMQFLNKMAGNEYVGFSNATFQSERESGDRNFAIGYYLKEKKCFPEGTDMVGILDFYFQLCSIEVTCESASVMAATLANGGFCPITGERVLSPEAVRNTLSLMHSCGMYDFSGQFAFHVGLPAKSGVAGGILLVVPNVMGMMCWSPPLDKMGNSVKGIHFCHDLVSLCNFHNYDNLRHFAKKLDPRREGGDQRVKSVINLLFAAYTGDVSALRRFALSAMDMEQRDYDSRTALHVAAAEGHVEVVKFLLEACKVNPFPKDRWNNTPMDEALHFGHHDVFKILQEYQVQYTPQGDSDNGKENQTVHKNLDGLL
#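 Read-out is an Amplex red fluorescence increase coupled through glutamate oxidase and HRP, measured before and after 30 min room-temperature incubation. hKGA is in 45 mM KH2PO4 (pH 8.2) with 0.02% Tween-20; glutamine added as 1mM solution.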
# JMJD2A Tudor inh – JMJD2A Tudor domain (human) inhibition; O75164; AlphaScreen JMJD2A-Tudor / H3K4me3 peptide binding; Potency, µM (titrated, usually from 114 µM), without a hit: top-dose activity change, negative = inhibition, actives largely listed as inhibitors; actives 4.4% (n = 390,000); also: potency is read from the fitted curve at half-maximal effect; % is scaled to controls: 0 for no effect and ±100 for the full control effect; nearly all actives have a fitted effect of over 50% in size
# An asterisk follows results filed as active; ? = inconclusive; nt = not tested or not shown; [ ] = remark or other dose. Unless noted, calls follow the shape of the dose curve; as a rule, active = well fitted curve in the direction sought with a large enough effect; inconclusive = small, poorly fitted or top-dose-only effect, or another doubt; inactive = no such curve, though single readings can be large; an effect the other way counts as inactive or inconclusive. Not all compounds are listed, so the mix of outcomes need not match the whole.
# Letters – A = G9a block; B = RGS4 inh; C = PI4K2A inh; D = 12-LOX inh; E = HP1b chromo inh; F = BAZ2B block; G = ERG-DNA inh; H = GLS inh; I = JMJD2A Tudor inh
CCc1ccc(NC(=O)Cn2c(=O)n(CCCCC(=O)NCc3ccc4c(c3)OCO4)c(=O)c3ccccc32)cc1
  A = 15%[59 µM]	B = 1%	C = -4	D = -28%	E = 33%	F = 4%	G = -7%	H = -7%	I = -2%

Cc1cccc(Nc2nc(-c3ccccc3)c3cc(C)ccc3n2)c1
  A = 104%[activator][59 µM]	B = 2%	C = 3	D = ?	E = 149%[activator]	F = 83%[activator]	G = -7%	H = -2%	I = 66%[activator]

Cc1ccc(S(=O)(=O)N2CCCCC2)cc1NS(=O)(=O)c1ccccc1F
  A = nt	B = 3%	C = 3	D = -9%	E = -10%	F = nt	G = -6%	H = -6%	I = -21%

COc1ccc(C(CCN2CCOCC2)c2c(OC)cc(OC)c3c(-c4ccccc4)cc(=O)oc23)cc1 (stereo unspecified)
  A = ?	B = 21%	C = 0	D = -19%	E = -4%	F = nt	G = -3%	H = 4%	I = ?

CCC(CC)C(=O)NCc1ccc(Cl)cc1
  A = 9%	B = 15%	C = 3	D = -19%	E = 46%[activator]	F = -3%	G = -6%	H = -3%	I = 3%

Cc1cc(C)c2c(CC(=O)Nc3ccc(S(=O)(=O)Nc4ncccn4)cc3)coc2c1
  A = ?	B = -11%	C = -7	D = -26%	E = 15%	F = -11%	G = 4%	H = 0%	I = -19%

COc1ccc(N(CC(=O)Nc2ccccc2F)S(=O)(=O)c2ccc(C)c([N+](=O)[O-])c2)cc1
  A = ?	B = 12%	C = 0	D = -6%	E = -11%	F = -32%	G = -7%	H = 8%	I = -23%

Cc1oc(=O)c(NC(=O)c2ccc(Cl)cc2)cc1C(=O)c1ccccc1
  A = nt	B = ?	C = 11	D = ?	E = -11%	F = 2%	G = 1%	H = 9%	I = ?

COc1ccc(Cl)cc1Nc1cc(C)nc2ccccc12
  A = nt	B = -12%	C = 6	D = ?	E = 19%	F = nt	G = 4%	H = 1%	I = -16%

COc1ccc(C(=O)CSc2nnc(-c3ccco3)n2C)cc1
  A = -8%[59 µM]	B = -20%	C = 8	D = 1%	E = 32%	F = 5%	G = -3%	H = 3%	I = -9%

CN1CCN(C(=O)c2ccc3c(c2)N(Cc2ccc(Cl)cc2)C(=O)c2ccccc2S3=O)CC1 (stereo unspecified)
  A = 79µM*	B = -23%	C = -6	D = 67%[activator]	E = 99%[activator]	F = 11%	G = 9%	H = 1%	I = -11%

CCCCN(CCCC)C1=C(C(=O)c2ccccc2)N(CC)S(=O)(=O)c2ccccc21
  A = ?	B = -13%	C = 0	D = -4%	E = -2%	F = -7%	G = 5%	H = 5%	I = ?

COc1ccc(-c2ccc(=O)n(CC(=O)Nc3ccccc3C(F)(F)F)n2)cc1
  A = 0%[59 µM]	B = ?	C = 2	D = ?	E = 13%	F = 4%	G = 2%	H = 4%	I = -5%

COc1ccc(/C=C/CN2CCC(Oc3ccc(C(=O)N4CCCCC4)cc3)CC2)cc1
  A = nt	B = 32%	C = 3	D = 0%	E = -11%	F = ?	G = -3%	H = 0%	I = -26%

COc1ccc(NC(=O)Cn2cnc3sc(C)c(S(=O)(=O)N4CCN(C)CC4)c3c2=O)cc1Cl
  A = 6%[59 µM]	B = 10%	C = -1	D = -23%	E = 50%[activator]	F = 3%	G = 0%	H = -10%	I = -22%

COc1ccc(NC(=S)N2CCCC(c3nc4ccc(C)cc4[nH]3)C2)c(OC)c1 (stereo unspecified)
  A = nt	B = 7%[56.9 µM]	C = -2	D = -27%	E = 30%	F = ?	G = 2%	H = 17%	I = -22%

N=c1n(CCN2CCCC2)c2ccccc2n1CC(O)c1ccco1 (stereo unspecified)
  A = ?	B = 1%	C = 4	D = -24%	E = 1%	F = ?	G = 2%	H = 9%	I = -18%

CCCn1c2c(c(O)c(C(=O)Nc3ccccc3)c1=O)CCCC2
  A = 0%	B = -7%	C = -2	D = 11%	E = 48%[activator]	F = 4%	G = 3%	H = 2%	I = 45%[activator]

C=CCN=C1CC(C)(C)CC(=O)/C1=C(\O)CCCN1C(=O)c2ccccc2C1=O
  A = -2%	B = -24%	C = 5	D = 0%	E = 2%	F = 0%	G = 0%	H = -15%	I = -33%

COc1ccc(-c2cc3c(=O)n(CC(=O)N4CCN(C)CC4)ncn3n2)cc1
  A = 25%	B = -1%	C = -2	D = 12%	E = 13%	F = 0%	G = -6%	H = 3%	I = 0%

CCn1cc(C(c2ccccc2)C(C(C)=O)[N+](=O)[O-])c2ccccc21 (stereo unspecified)
  A = 47%[activator]	B = -6%	C = -5	D = 0%	E = 7%	F = -23%	G = 1%	H = 0%	I = 1%

COC(=O)c1cc(S(=O)(=O)N2CCN(c3ccc(C(C)=O)cc3)CC2)c[nH]1
  A = -11%[0.0925 µM]	B = -5%	C = -1	D = -4%	E = 20%	F = -6%	G = 4%	H = -14%	I = -11%

Cc1ccccc1C(=O)NCCc1nnc(SCC(=O)Nc2nc(-c3ccccc3)cs2)n1C
  A = -4%[59 µM]	B = -14%	C = 1	D = -2%	E = 15%	F = 4%	G = 11%	H = 2%	I = -18%

CCn1c(=O)c2cc(C(=O)NCCCN3CCN(C)CC3)sc2c2ccccc21
  A = -45%[59 µM]	B = 39%	C = 9	D = -2%	E = 23%	F = -8%	G = 1%	H = -2%	I = -9%

Cc1ccc(CNC(=O)CN2C(=O)C3(SCC(=O)N3c3ccc(F)cc3)c3ccccc32)cc1 (stereo unspecified)
  A = 10%[59 µM]	B = -11%	C = -1	D = -1%	E = 10%	F = 9%[57.1 µM]	G = -1%	H = 2%	I = -20%

CCN(Cc1cccs1)C(=O)c1cccc(S(=O)(=O)N2CCN(C)CC2)c1
  A = ?	B = -28%	C = -1	D = ?	E = 38%	F = 2%	G = 8%	H = -3%	I = -3%

COc1ccc(S(=O)(=O)N2CCOCC2)cc1NC(=O)CO/N=C/c1ccccc1OC(F)F
  A = 23%[59 µM]	B = -12%	C = -4	D = -12%	E = 18%	F = 17%	G = -6%	H = 8%	I = -2%

Cc1ccc(C)c(-n2c(=O)c(C#N)cc3c(=O)n4ccccc4nc32)c1
  A = 2%	B = 7%	C = 3	D = -19%	E = 45%[activator]	F = nt	G = 1%	H = 6%	I = 5%

CCCCn1c(N)c(N(CCC(C)C)C(=O)CSc2nncn2-c2ccccc2)c(=O)[nH]c1=O
  A = 7.9µM*	B = -10%	C = 3	D = 395%[activator]	E = 30%	F = ?	G = 9%	H = -1%	I = -2%

Cc1onc(-c2c(Cl)cccc2Cl)c1C(=O)Nc1ccc(Cl)cn1
  A = nt	B = 26%	C = -7	D = 13%	E = 18%	F = -7%	G = 0%	H = 11%	I = 20%

CSc1ccc(/C=C/C(=O)c2ccc(NC(C)=O)cc2)cc1
  A = -8%[12.7 µM]	B = -25%	C = -1	D = -19%	E = 0%	F = -4%	G = -7%	H = 4%	I = -28%

CC1(OC(=O)C2CCCC2)C(=O)C=C2C=C(c3ccsc3)N(C(CO)CO)C=C2C1=O (stereo unspecified)
  A = 7%[59 µM]	B = 1%	C = -12	D = -10%	E = 21%	F = -20%	G = 28µM*	H = 2%	I = -15%

COc1cccc(CNc2ccc([N+](=O)[O-])c(NCC(=O)O)n2)c1
  A = 30%[12.7 µM]	B = 13%	C = -7	D = ?	E = -8%	F = -29%	G = 0%	H = -9%	I = -13%

CC(NC(=O)C1=CC=CN2CCS(=O)(=O)N=C12)c1ccc(Cl)c(Cl)c1 (stereo unspecified)
  A = nt	B = -11%	C = -2	D = -11%	E = 29%[57 µM]	F = nt	G = -6%	H = 1%	I = -9%

O=C(COc1ccccc1Cl)Nc1ccc(NC(=O)c2ccco2)cc1
  A = -3%	B = -32%	C = -1	D = ?	E = 19%	F = -11%	G = -1%	H = 8%	I = -10%

FC(F)(F)c1cccc(NC(=S)Nc2ccc(Cl)cc2Cl)c1
  A = 3%[12.7 µM]	B = 37%	C = 6	D = 6%	E = 37%	F = 4%	G = 11%	H = 8%	I = 20%

O=C(CNC(=O)c1ccc(Cl)cc1)OCC(=O)N1CCCC1
  A = 2%	B = -2%	C = 5	D = 24%	E = 41%[activator]	F = -8%	G = -7%	H = -9%	I = 0%[57.1 µM]

# A second format for part of the listing above.
structure	G9a block	RGS4 inh	PI4K2A inh	12-LOX inh	HP1b chromo inh	BAZ2B block	ERG-DNA inh	GLS inh	JMJD2A Tudor inh
N=c1n(CCN2CCCC2)c2ccccc2n1CC(O)c1ccco1 (stereo unspecified)	?	1%	4	-24%	1%	?	2%	9%	-18%
CCCn1c2c(c(O)c(C(=O)Nc3ccccc3)c1=O)CCCC2	0%	-7%	-2	11%	48%[activator]	4%	3%	2%	45%[activator]
C=CCN=C1CC(C)(C)CC(=O)/C1=C(\O)CCCN1C(=O)c2ccccc2C1=O	-2%	-24%	5	0%	2%	0%	0%	-15%	-33%
